SUMO1-SIM PPI: modulators of SUMO1 protein-protein interactions, primary screen, biochemical, uHTS | Small ubiquitin-related modifier 1 (Homo sapiens), P63165 | SUMO1 binding to a labelled peptide, TR-FRET, 1 h | inhibition, % at 20 µM | 0.33% of 360,000 active | AID 602429, 2012; in the data active = inhibition above about 37%
Scp-1 inhibitor: Scp-1 phosphatase inhibitors, primary screen, biochemical, colorimetric, uHTS; Recombinant Scp1, phosphopeptide, malachite green phosphate absorbance; inhibition, % at 20 µM; 0.88% of 340,000 active;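 active = inhibition above about 50% at 20 µM, limit read from the data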;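 also: plate controls were DMSO wells with enzyme for no effect and wells lacking enzyme for full effect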
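Test system – truncated SCP-1 phosphatase (76-261aa) · Reagent – Phosphorylated 17-residue peptide substrate · Incubation – 45 min room-temperature reaction, 5 min colour, 30 min stabiliser · Detection – colorimetric phosphate reagent with accelerator and stabiliser, absorbance at 630 nm · Measure – % inhibition at 20 µM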
CendR NRP1 mod: modulators of CendR peptide binding to NRP-1, primary screen, biochemical, fluorescence polarization, uHTS. Neuropilin-1 (Homo sapiens), O14786. FAM-RPARPAR peptide binding to NRP-1. inhibition, % at 25 µM. 0.85% of 360,000 active. AID 602438, 2012;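 active = inhibition or corrected inhibition above about 18%, plus a signal ratio from 0.5 to 1.5, limit read from the data, passing the limit was not always enough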; also: strong numbers were not always called active
eLon inh: inhibitors of E. coli Lon protease, primary screen, biochemical, fluorescence polarization; AID 602123, 2011; inhibition, % at 7.94 µM; purified E. coli Lon protease; 0.42% of 360,000 active; P0A9M0; in the data active = inhibition above about 13%, passing the limit was not always enough;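 also: 0% = enzyme with probe and DMSO and 100% = no enzyme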
bovine MsrA act: bovine MsrA enzyme activators, primary screen, biochemical, absorbance, HTS. purified bovine MsrA, absorbance read-out. activation, % at 10.6 µM. 0.3% of 360,000 active; in the data active = activation above about 7.5%;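 also: 0% = vehicle and 100% = reference activator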
DNMT1 inh: human DNMT1 methyltransferase inhibitors, primary screen, biochemical, molecular beacon, fluorescence, HinP1I cleavage, uHTS | DNA (cytosine-5)-methyltransferase 1 (Homo sapiens), P26358 | inhibition (reported as % activation of signal), % at 10 µM | 0.83% of 360,000 active | AID 588458, 2011; in the data active = inhibition above about 50%
Target sequence (P26358 504-1616 limits assumed): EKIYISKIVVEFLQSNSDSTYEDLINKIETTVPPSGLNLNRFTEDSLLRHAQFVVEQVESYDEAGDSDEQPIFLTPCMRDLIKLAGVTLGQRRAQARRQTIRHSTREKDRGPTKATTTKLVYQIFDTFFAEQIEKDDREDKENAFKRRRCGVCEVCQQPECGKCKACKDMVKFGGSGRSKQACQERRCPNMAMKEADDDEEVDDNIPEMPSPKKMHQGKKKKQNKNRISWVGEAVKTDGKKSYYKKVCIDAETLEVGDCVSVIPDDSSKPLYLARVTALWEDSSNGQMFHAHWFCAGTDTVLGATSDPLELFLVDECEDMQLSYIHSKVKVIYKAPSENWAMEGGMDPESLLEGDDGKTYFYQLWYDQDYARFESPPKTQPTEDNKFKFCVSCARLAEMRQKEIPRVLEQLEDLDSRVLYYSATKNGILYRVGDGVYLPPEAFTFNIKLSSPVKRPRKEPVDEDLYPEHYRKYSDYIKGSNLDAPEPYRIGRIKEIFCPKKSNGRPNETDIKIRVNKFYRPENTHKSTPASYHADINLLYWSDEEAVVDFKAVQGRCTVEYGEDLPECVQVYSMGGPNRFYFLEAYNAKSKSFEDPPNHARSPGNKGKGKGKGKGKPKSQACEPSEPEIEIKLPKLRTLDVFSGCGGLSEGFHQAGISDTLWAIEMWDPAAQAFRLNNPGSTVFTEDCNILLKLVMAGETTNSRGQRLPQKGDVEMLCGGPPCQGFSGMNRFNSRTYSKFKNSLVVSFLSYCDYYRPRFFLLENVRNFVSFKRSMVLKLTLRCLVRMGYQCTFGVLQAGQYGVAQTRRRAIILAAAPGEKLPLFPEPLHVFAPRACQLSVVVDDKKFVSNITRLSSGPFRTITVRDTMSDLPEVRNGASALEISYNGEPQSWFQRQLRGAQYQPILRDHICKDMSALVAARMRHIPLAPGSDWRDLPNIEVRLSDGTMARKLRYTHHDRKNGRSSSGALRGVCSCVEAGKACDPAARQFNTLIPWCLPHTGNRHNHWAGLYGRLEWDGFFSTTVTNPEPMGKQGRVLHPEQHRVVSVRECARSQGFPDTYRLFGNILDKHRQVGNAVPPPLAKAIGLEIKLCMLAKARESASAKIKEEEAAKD
Tb MetRS inh: T. brucei MetRS inhibitors, primary screen, biochemical, luminescence; inhibition, % at 11.9 µM; 0.4% of 360,000 active; purified T. brucei MetRS, ATP depletion, Kinase-Glo luminescence; methionyl-tRNA synthetase (Trypanosoma brucei brucei);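 active = inhibition above a per-plate cutoff of the control wells' mean inhibition plus 3 SD, cut at about 5.5% in these data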;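 also: 0% = DMSO wells median and 100% = median of wells with control inhibitor compound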
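assay system = parasite MetRS enzyme | timing = 15 min preincubation, 2 h reaction, all 25 °C | evaluation = percent inhibition relative to median high and low control wells | medium = HEPES buffer containing pyrophosphatase, BSA, spermine, DTT | compound = single dose, 11.9 µM final nominal, 0.9% final DMSO | detection = Kinase-Glo luminescence, ATP depletion format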
STEP inh: STEP phosphatase inhibitors, primary screen, biochemical, fluorescence intensity, uHTS. Tyrosine-protein phosphatase non-receptor type 5 (Homo sapiens), P54829. recombinant STEP, OMFP fluorogenic substrate. inhibition, % at 20 µM. 0.25% of 360,000 active. AID 588621, 2011;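 active = inhibition at 20 µM, scaled per plate between control wells, above about 37%, limit read from the data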;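 also: 0% = DMSO with enzyme and substrate and 100% = substrate only without enzyme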
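Material: STEP (striatal-enriched tyrosine phosphatase) enzyme, cell-free | Medium: 50 mM Bis-Tris pH 6.0 with 2.5 mM DTT and 0.005% Tween 20 | Read-out: Percent inhibition scaled to no-enzyme and uninhibited-enzyme controls, plate-pattern corrected | Signal: Fluorescence read at 480 nm ex / 540 nm em | Times: 20 min reaction, room temperature, in the dark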
MsrA inh: bovine MsrA enzyme inhibitors, primary screen, biochemical, absorbance, HTS; inhibition, % at 15.5 µM; 0.75% of 360,000 active; purified bovine MsrA, absorbance read-out; AID 651718, 2012; Methionine sulfoxide reductase A (Bos taurus); in the data active = inhibition above about 4.5%;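 also: 0% = vehicle wells with enzyme and 100% = reference inhibitor wells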
LMPTP block: LMPTP phosphatase inhibitors, primary screen, biochemical, fluorescence intensity, uHTS; Low molecular weight phosphotyrosine protein phosphatase (Homo sapiens), P24666; recombinant LMPTP-A, OMFP fluorogenic substrate; inhibition, % at 20 µM; 0.22% of 360,000 active;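 active = compounds that cut the enzyme signal by at least half of the control window in the single-dose screen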;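 also: plate controls were DMSO wells with enzyme plus substrate for no effect and substrate without enzyme for full effect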
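test system = LMPTP-A | amount = 0.625 nM LMPTP-A final | reagent = fluorogenic phosphatase substrate OMFP at 400 µM final | incubation = 50 min at room temperature | benchmarks = no-enzyme low control, uninhibited high control | medium = Bis-Tris pH 6.0, DTT, detergent | signal = fluorescence intensity of OMFP turnover product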
Active calls of the source: *; / = not tested or not shown.

Structure	SUMO1-SIM PPI	eLon inh	MsrA inh	LMPTP block	STEP inh	Tb MetRS inh	DNMT1 inh	bovine MsrA act	Scp-1 inhibitor	CendR NRP1 mod
CC1CCC(NC(=O)CN2CCN(S(=O)(=O)c3cccs3)CC2)CC1 (centres undefined)	0	-15	-0.9	-1.2	-1	-0.5	0	-4	-5	4
COc1cc(C(=O)O)c2c(c1C)OC(=O)c1c(C)cc(O)c(C=O)c1O2	23	7	0.7	-3.9	1	0.7	1	-2	7	-77
C=CCn1c(=O)c2c(nc3n2CC(C)CN3Cc2ccccc2)n(C)c1=O (centres undefined)	-2	-8	-1.1	0.1	0	0.0	-3	0	-7	10
C=CCNC(=S)N1CCC(C(=O)c2ccc(C)cc2)CC1	3	-4	0.2	-0.3	1	-0.1	1	-2	-5	-16
CCC(C(=O)NC(C)c1ccccc1)C(=O)NC(C)c1ccccc1 (centres undefined)	2	5	-0.7	-0.3	0	-0.7	1	-2	-12	2
CC(C)CNC(=O)c1cccc(NC(=O)Cc2ccc(Br)cc2)c1	-4	6	-2.5	1.4	2	0.5	8	0	-11	-2
COc1ccc(N2C(=O)CCC(C(C)=O)=C2C)cc1	-2	17	0.7	-1.3	0	-0.2	7	0	0	12
CCOc1ccc(NC(=O)CCS(=O)(=O)c2ccc(Br)cc2)cc1	48*	-7	0.4	0.9	9	0.3	84*	0	46	-18

Rewritten as labelled records: 3 of the compounds above.
C=CCn1c(=O)c2c(nc3n2CC(C)CN3Cc2ccccc2)n(C)c1=O (centres undefined)
  SUMO1-SIM PPI = -2
  eLon inh = -8
  MsrA inh = -1.1
  LMPTP block = 0.1
  STEP inh = 0
  Tb MetRS inh = 0.0
  DNMT1 inh = -3
  bovine MsrA act = 0
  Scp-1 inhibitor = -7
  CendR NRP1 mod = 10
CC(C)CNC(=O)c1cccc(NC(=O)Cc2ccc(Br)cc2)c1
  SUMO1-SIM PPI = -4
  eLon inh = 6
  MsrA inh = -2.5
  LMPTP block = 1.4
  STEP inh = 2
  Tb MetRS inh = 0.5
  DNMT1 inh = 8
  bovine MsrA act = 0
  Scp-1 inhibitor = -11
  CendR NRP1 mod = -2
C=CCNC(=S)N1CCC(C(=O)c2ccc(C)cc2)CC1
  SUMO1-SIM PPI = 3
  eLon inh = -4
  MsrA inh = 0.2
  LMPTP block = -0.3
  STEP inh = 1
  Tb MetRS inh = -0.1
  DNMT1 inh = 1
  bovine MsrA act = -2
  Scp-1 inhibitor = -5
  CendR NRP1 mod = -16

The main list resumes with the two entries that preceded the break.
Structure	SUMO1-SIM PPI	eLon inh	MsrA inh	LMPTP block	STEP inh	Tb MetRS inh	DNMT1 inh	bovine MsrA act	Scp-1 inhibitor	CendR NRP1 mod
COc1ccc(N2C(=O)CCC(C(C)=O)=C2C)cc1	-2	17	0.7	-1.3	0	-0.2	7	0	0	12
CCOc1ccc(NC(=O)CCS(=O)(=O)c2ccc(Br)cc2)cc1	48*	-7	0.4	0.9	9	0.3	84*	0	46	-18
CC1CCCCC1NC(=O)COc1cccnc1[N+](=O)[O-] (centres undefined)	-20	2	0.8	0.9	-3	0.3	3	-4	-5	7
CCN1C(=O)c2ccc(C(=O)Nc3c(C)cc(C)cc3C)cc2C1=O	-6	-1	0.4	-2.3	-1	-0.1	4	-2	-9	13
COc1ccccc1N1CCN(c2ncnc3c2oc2ccccc23)CC1	6	-13	0.3	-2.0	4	-0.2	-4	3	-2	0
CC(=NO)C1CCC2C3CCC4=CC(=NO)CCC4(C)C3C(O)CC12C (centres undefined)	0	-5	-0.4	-2.4	-3	-0.3	-3	-4	-2	1
O=C(O)CCn1cc(/C=N/O)c(-c2cccc([N+](=O)[O-])c2)n1	-15	-2	0.6	-0.8	-1	-0.8	2	-4	3	10
CCOC(=O)c1ccc(N2CN(CC)CNC2=S)cc1	-1	-3	-0.9	-1.4	-1	0.2	2	-3	-4	2
COc1ccc(CC(=O)OCC(=O)c2ccc(F)cc2)cc1	1	-7	-0.9	-0.2	2	-0.1	2	-1	-15	-6
CC(C)n1c(=O)c2ccccc2n1Cc1cn(Cc2ccccc2)nn1	-2	-2	1.7	-1.0	2	-1.3	1	-4	/	9
Cc1ccc(-n2nnnc2CSc2nnc(-c3ccc(O)cc3)o2)cc1	1	7	0.5	1.9	-1	-0.1	6	-4	-6	-6
CCc1ccccc1N1C(=O)CC(N2CCc3ccccc32)C1=O (centres undefined)	-1	-2	-1.3	0.2	2	0.9	-3	0	-3	-1
Cc1ccc(S(=O)(=O)NCc2ccncc2)c(C)c1C	1	-3	0.9	-1.5	3	-0.2	1	-1	-1	8
COCCCNC(=S)Nc1ccc2c(c1)OCCO2	-1	2	0.3	-1.1	-8	0.0	-1	-1	0	8
COc1ccccc1CNC(=O)c1cc(S(=O)(=O)N2CCCCC2)c[nH]1	0	1	-0.6	0.3	-3	2.1	0	0	-6	-12
CC(=O)c1sc(=S)n(-c2ccccc2)c1C	-30	-8	1.3	-0.2	1	-0.6	0	-5	-13	9
COc1ccc(-n2ccsc2=S)cc1	0	3	0.2	-1.7	-1	-0.6	2	-3	0	-4
COc1ccccc1N1CCN(C(=O)c2cc(C)oc2C)CC1	-2	7	-0.7	-0.3	-1	-1.2	0	-9	1	-2
CCOC(=O)CSCC(=O)Nc1ccc(S(=O)(=O)N2CCCCC2)cc1	-1	-2	-0.2	0.4	-7	1.6	0	-3	-2	4
CN(C)S(=O)(=O)c1ccc(C(=O)N2CCN(S(=O)(=O)c3ccc4c(c3)OCCO4)CC2)cc1	-2	-7	-0.8	1.0	1	-0.2	-1	-1	-5	13
CC(OC(=O)CNS(=O)(=O)c1ccc(C#N)cc1)C(=O)Nc1ccc(Cl)cn1 (centres undefined)	-6	-3	-0.7	-0.5	-2	0.7	1	-1	-2	-10
COC(=O)c1ccc2c(=O)n(CCCN3CCCC3=O)c(=S)[nH]c2c1	-4	0	1.7	-1.0	-1	-0.6	0	-2	-11	4
C#CCOCCOCCOCCNc1nc(N2CCN(C(=O)CCCCCCCCCCNC(=O)[C@@H](CCC(=O)O)n3cc(CCCCCN)nn3)CC2)nc(N2CCN(C(=O)CCCCCCCCCCNC(=O)[C@@H](CCC(=O)O)n3cc(CCCCCN)nn3)CC2)n1	0	-9	0.8	-5.6	-2	-0.2	-8	1	11	-4
COc1ccc(CCN2CC(C(=O)N(C)CCOc3ccccc3)CCC2=O)cc1 (centres undefined)	0	-3	-0.4	-1.0	-1	0.0	2	1	-3	22
Clc1ccccc1Cc1noc(CN2CCN3CCCC3C2)n1 (centres undefined)	4	-1	1.2	0.4	-3	-0.5	-2	-4	-5	9
O=C(CNc1cccc(C(F)(F)F)c1)N/N=C/c1cn(-c2ccccc2)nc1-c1ccccc1	-6	2	4.6*	2.4	-2	-1.5	8	-8	-2	0

4 compounds from above, sorted by their value in STEP inh, rising.
compound	STEP inh
CCOC(=O)CSCC(=O)Nc1ccc(S(=O)(=O)N2CCCCC2)cc1	-7
Clc1ccccc1Cc1noc(CN2CCN3CCCC3C2)n1 (centres undefined)	-3
C#CCOCCOCCOCCNc1nc(N2CCN(C(=O)CCCCCCCCCCNC(=O)[C@@H](CCC(=O)O)n3cc(CCCCCN)nn3)CC2)nc(N2CCN(C(=O)CCCCCCCCCCNC(=O)[C@@H](CCC(=O)O)n3cc(CCCCCN)nn3)CC2)n1	-2
COC(=O)c1ccc2c(=O)n(CCCN3CCCC3=O)c(=S)[nH]c2c1	-1

Additional compounds.
Structure	SUMO1-SIM PPI	eLon inh	MsrA inh	LMPTP block	STEP inh	Tb MetRS inh	DNMT1 inh	bovine MsrA act	Scp-1 inhibitor	CendR NRP1 mod
CN(CC(=O)Nc1cccc(F)c1)C(=O)CCCN1C(=O)c2cccc3cccc(c23)C1=O	-31	-3	0.9	0.3	1	0.3	3	-3	-3	-2
Cc1ccc(-n2c(P(C)(=O)O)nc3ccccc32)cc1	-1	-5	0.0	-1.0	2	-0.3	-2	2	-7	-10
CC(=O)Nc1ccc(N2CCCCC2)c(C(=O)Nc2cccc(C)c2)c1	-1	-5	-0.4	3.0	-1	-0.4	-4	2	-10	-9
COCCNC(=O)CSc1nc(-c2ccc(OC)c(OC)c2)cc(C(F)(F)F)n1	4	-3	3.4	1.8	-2	-0.6	-1	0	-15	12
COc1ccc(NC(=O)C(C)N=C2NS(=O)(=O)c3ccccc32)cc1S(N)(=O)=O (centres undefined)	-2	-4	-0.6	-5.4	5	0.5	1	-2	-4	6
C[C@@H]1CN([C@H](C)CO)C(=O)CCCn2nncc2CO[C@H]1CN(C)S(=O)(=O)c1ccc(Cl)cc1	8	-3	-0.4	-2.6	-2	-0.3	9	-1	/	1
O=C(NCC1CCCO1)C1CCN(S(=O)(=O)c2ccc(Br)cc2)CC1 (centres undefined)	7	-2	-0.4	-0.6	-1	0.3	1	-4	-11	19
CCCCNC(=O)C1C(c2ccccc2)=Nc2ccccc2N1C(=O)c1ccc(C)cc1 (centres undefined)	1	/	-0.4	1.1	/	0.0	/	/	/	-6
CCn1c2ccccc2c2cc(NC(=O)C(C)C)ccc21	1	-2	-0.6	0.3	0	-0.1	-1	0	-7	-1
O=C(NCCCN1CCOCC1)c1ccc2c(c1)N(Cc1ccccc1)CCS2	-1	-12	1.9	0.5	4	-0.3	5	-2	-14	-9
Cc1ccc(Cl)cc1NC(=O)COC(=O)CC1CC2CCC1C2 (centres undefined)	0	6	-0.3	0.9	-3	0.7	-1	-4	-9	0
CCN(CCCNC(=O)CCCCn1c(=O)[nH]c2ccccc2c1=O)c1ccccc1	-1	13	0.7	-1.1	2	-1.0	-3	-2	5	0
COc1ccccc1OCCOc1ccccc1/C=N/n1cnnc1	6	-6	0.2	1.0	1	-0.7	5	-3	4	8
COc1ccc(C2CC3(O)CC(C#N)(C(=O)N3)C2(C#N)C#N)cc1 (centres undefined)	6	-3	1.0	0.2	-2	-0.2	-1	-3	-2	8
Cc1ccc(-n2c(=S)[nH]c3sc4c(c3c2=O)CCc2ccccc2-4)cc1	18	-8	2.2	0.5	-5	-1.1	-7	-4	-1	-13

Source: PubChem

Hits appear at their usual frequency; any-hit rate near 4.3%.
